Bioassay records deposited in PubChem by National Center for Advancing Translational Sciences (NCATS).
Rab9 prom act: activators of Rab9 promoter | Huh7 Rab9 promoter-luciferase reporter, luminescence, 24 h | Potency, µM (doses to about 9.22 µM), for the others: top-dose activation, negative = inhibition, actives largely listed as activators | 320,000 compounds, 2.8% hits | AID 485297; note: potency is the fitted concentration of half-maximal effect; % of control where 0% means no effect; nearly all actives have a fitted effect of over 60% in size
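Huh7 cells stably carrying Rab9 promoter–luciferase reporter, plated 1500 cells/well, compound added after 2 h and incubated 24 h at 37 °C; luciferase luminescence then read after 10 min with detection reagent.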
p53 reactivator: mutant p53 re-activation in reporter cells. H1299 p53-A138V BP100-luciferase reporter, luminescence, 24 h. Potency, µM (doses to about 92.2 µM), without a hit: top-dose activity change, positive = activation, most hits filed as activators. 320,000 compounds, 0.063% hits. AID 504706; note: potency is the fitted concentration of half-maximal effect; % of control where 0% means no effect; nearly all actives have a fitted effect of over 45% in size
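p53-null H1299 cells stably carrying temperature-sensitive p53-A138V and a BP100-luciferase reporter were pinned with compounds (4-point, 1:5 series) and held 24 hrs at 37 deg C. Luminescence was read 10 min after detection reagent.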
NPC1 promoter act: NPC1 promoter activation. Huh7 NPC1 promoter luciferase reporter, 24 h. Potency, µM (highest dose often 9.22 µM), for inactives: at the highest dose activation, usual class: activators. 320,000 compounds, 2.4% hits;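 note: potency is the fitted concentration of half-maximal effect; % of control where 0% means no effect; nearly all actives have a fitted effect of over 60% in size; reporter is driven by a mutant NPC1 promoter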
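Cells: Huh7 expressing luciferase under the NPC1 promoter, 1500/well. Seeded 2 h, compound added, incubated 24 h at 37 °C. Luciferase reagent, 10 min ambient, then luminescence.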
VP16 counter: counter-screen for ROR gamma inhibitors: Gal4-VP16 reporter. 310,000 compounds, 3.5% hits. Potency, µM (highest dose often 53.6 µM), inactives show top-dose activity, negative = inhibition, actives largely listed as inhibitors. Drosophila S2 Gal4-VP16 UAS-luciferase, luminescence, 20 h;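 note: Gal4-VP16 expression switched on by copper sulfate through the metallothionein promoter; potency is the fitted concentration of half-maximal effect; % is set by controls: 0 for no effect and ±100 for the full control effect; nearly all actives have a fitted effect of over 50% in size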
RORgamma inh: blocks mouse ROR gamma transcriptional activity | P51450 | Potency, µM (titrated, usually from 53.6 µM), inactives show at the highest dose activity change, negative = inhibition, most hits filed as inhibitors | 310,000 compounds, 5.4% hits | AID 2551 | Drosophila S2 Gal4-RORgamma UAS-luciferase reporter, 20 h; note: potency is the fitted concentration of half-maximal effect; % is set by controls: 0 for no effect and ±100 for the full control effect; nearly all actives have a fitted effect of over 60% in size
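Drosophila S2 cells stably expressing Gal4-DBD/mouse RORγ fusion under metallothionein promoter plus UAS-luciferase; compound 1 h, then 700 uM CuSO4 induction for 20 h at ambient temperature; inhibition read as reduced luminescence.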
ELG1 genotox: inducers of genotoxicity in HEK293T ELG1-luciferase cells; HEK293T ELG1-luciferase reporter, luminescence, 16 h; Potency, µM (highest dose often 46 µM), for the others: top-dose activity change, positive = activation, actives largely listed as activators; 330,000 compounds, 1.3% hits; AID 504466; note: potency is the fitted concentration of half-maximal effect; % of control where 0% means no effect; nearly all actives have a fitted effect of over 60% in size
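DMSO vehicle served as control against compound-treated ELG1-luciferase HEK293T cells; exposure lasted 16 hr at 37 °C and 5% CO2, followed by ONE-Glo luminescence detection after 30 min.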
PKM2 activator: PKM2 (human) enzyme activation. Potency, µM (series often up to 57.5 µM), for inactives: top-dose activation, most hits filed as activators. 260,000 compounds, 0.34% hits. P14618. purified PKM2, Kinase-Glo ATP luminescence, activation; response scale: 0% is enzyme alone, no compound. AID 1631; note: potency is the fitted concentration of half-maximal effect; % is set by controls: 0 for no effect and ±100 for the full control effect; nearly all actives have a fitted effect of over 55% in size
Target sequence (P14618 whole entry, looked up): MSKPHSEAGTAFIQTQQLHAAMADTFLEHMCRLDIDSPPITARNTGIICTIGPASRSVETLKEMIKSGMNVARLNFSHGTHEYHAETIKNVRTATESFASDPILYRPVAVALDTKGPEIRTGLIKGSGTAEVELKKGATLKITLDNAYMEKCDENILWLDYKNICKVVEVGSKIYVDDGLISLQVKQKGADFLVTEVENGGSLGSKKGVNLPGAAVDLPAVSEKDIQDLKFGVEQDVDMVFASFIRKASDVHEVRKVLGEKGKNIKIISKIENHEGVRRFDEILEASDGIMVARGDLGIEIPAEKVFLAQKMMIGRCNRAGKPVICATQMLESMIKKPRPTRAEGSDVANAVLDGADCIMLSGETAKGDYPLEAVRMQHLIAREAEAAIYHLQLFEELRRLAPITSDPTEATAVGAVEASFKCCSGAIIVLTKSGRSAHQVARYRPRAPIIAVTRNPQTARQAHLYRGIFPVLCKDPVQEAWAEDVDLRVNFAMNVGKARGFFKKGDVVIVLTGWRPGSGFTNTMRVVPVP
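Purified hPK-M2 (>95% pure) converted ADP (0.1 mM final) to ATP with 0.5 mM PEP in 50 mM imidazole pH7.2, KCl, MgCl2, Tween 20, BSA; 1 h at room temperature. ATP detected by Kinase-Glo luminescence.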
Giardia kill: kills Giardia lamblia; activity change, % at 7.66 µM, hits read low; AID 540267; 340,000 compounds, 0.15% hits; Giardia lamblia trophozoite viability; in the data active = activity change below about -80%; inconclusive = between about -30% and that limit;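 note: parasites exposed to compound for two days anaerobically before the ATP read; % is set by controls: 0 for no effect and ±100 for the full control effect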
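Viability, read as ATP luminescence: trophozoites at 100 cells/well, compound added, 48 hrs anaerobic at 37 deg C, then 15-30 min room-temperature development before reading.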
BRCA1 expr act: increases BRCA1 expression. MCF7-BRCA1-FFLuc reporter, luminescence, 48 h; response scale: scaled: vehicle 0%, 10 µM genistein 100%. Potency, µM (series often up to 46.1 µM), for inactives: at the top dose activation, actives largely listed as activators. 380,000 compounds, 1.1% hits. AID 624202; note: potency is the fitted concentration of half-maximal effect; nearly all actives have a fitted effect of over 80% in size; some results filed as inactive show a strong effect at the top dose
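MCF7-BRCA1-FFLuc cells, 2000/well in phenol-red-free MEM, attached 2 h then treated 48 h at 37 C. Luciferase luminescence read 15 min after reagent; normalized to genistein maximum activation (10microM) and DMSO, concentration-response fitted.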
Menin MLL FP TR: menin-MLL binding inhibition, Texas Red mutant peptide; O00255; Menin + Texas Red MLL mutant peptide, fluorescence polarization; Potency, µM (doses to about 61.6 µM), for inactives: at the highest dose FP activity change, negative = inhibition, actives largely listed as inhibitors; 270,000 compounds, 0.23% hits; AID 1768; active = well fitted inhibition curve with a large enough effect in the polarisation, with a control signal flat, not every such curve was filed as active; inconclusive = small, poorly fitted or top-dose-only effect, or effect the other way, or a change in a side signal; inactive = no such curve, though single readings can be large or run the other way; the % refers to the polarisation; note: potency is the fitted concentration of half-maximal effect; % of control where 0% means no effect; many of its hits are not listed in these tables
FLuc modulator: firefly luciferase modulation, counter-screen for miR-21 project | P08659 | purified FLuc, Km substrates, luminescence inhibition | Potency, µM (top dose mostly 57.5 µM), for the others: at the top dose activity change, negative = inhibition, usual class: inhibitors | 360,000 compounds, 6.9% hits | AID 588342;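 note: potency is the fitted concentration of half-maximal effect; plate controls were vehicle for no effect and reference inhibitor for full effect; nearly all actives have a fitted effect of over 55% in size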
Target sequence (P08659 whole entry, looked up): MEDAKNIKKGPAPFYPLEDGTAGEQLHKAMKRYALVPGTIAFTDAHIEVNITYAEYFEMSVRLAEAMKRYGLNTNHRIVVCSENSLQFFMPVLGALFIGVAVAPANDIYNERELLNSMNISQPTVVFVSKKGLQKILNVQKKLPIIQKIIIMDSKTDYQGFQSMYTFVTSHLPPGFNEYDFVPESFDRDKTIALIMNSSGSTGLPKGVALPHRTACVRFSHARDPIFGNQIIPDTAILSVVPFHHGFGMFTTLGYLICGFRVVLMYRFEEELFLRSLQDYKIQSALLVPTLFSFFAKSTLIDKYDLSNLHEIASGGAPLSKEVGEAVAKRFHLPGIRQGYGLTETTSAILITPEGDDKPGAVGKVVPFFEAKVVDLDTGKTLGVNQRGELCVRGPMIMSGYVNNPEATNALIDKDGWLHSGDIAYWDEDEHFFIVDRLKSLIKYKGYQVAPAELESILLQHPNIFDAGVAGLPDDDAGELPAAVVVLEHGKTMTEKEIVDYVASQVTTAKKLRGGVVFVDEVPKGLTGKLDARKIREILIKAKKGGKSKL
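Purified P. pyralis luciferase, 10 nM final, with Km-level 10 uM D-luciferin and 10 uM ATP in 50 mM Tris acetate pH 7.5, 10 mM Mg acetate, 0.01% Tween-20, 0.05% BSA; 6-point qHTS titration about 60 µM downward; luminescence read.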
* = called active by the depositor; ? = inconclusive; . = not tested or not shown; [ ] = remark or other dose. Unless noted, calls come from the whole dose curve; as a rule, active = well fitted curve in the direction sought with a large enough effect; inconclusive = small, poorly fitted or top-dose-only effect, or another doubt; inactive = no such curve, though single readings can be large; an effect the other way counts as inactive or inconclusive. These rows are one share of the data, so the mix of outcomes need not match the whole.

SMILES | Rab9 prom act | p53 reactivator | NPC1 promoter act | VP16 counter | RORgamma inh | ELG1 genotox | PKM2 activator | Giardia kill | BRCA1 expr act | Menin MLL FP TR | FLuc modulator
Cc1ccc(NS(=O)(=O)c2cc(NC(=O)c3cc(=O)[nH]c(=O)[nH]3)ccc2Cl)c(C)c1 | 1% | -3% | -2% | -2% | 2% | -2% | -1% | ? | -13% | . | 6%
COc1cc(C(=O)COC(=O)Cc2cnc3sccn23)cc(OC)c1OC | -2% | -5% | -1% | -14% | ? | -2% | -1% | -2 | -19% | 0% | 2%
O=S1(=O)C=C(Oc2ccc(F)cc2)c2ccccc21 | -1% | 10% | -5% | 22% | 23% | -5% | 12% | -3 | 0% | -7% | -1%
Cc1noc(C)c1COC(=O)c1cc2c(C)nn(-c3ccc(F)cc3)c2s1 | -4% | 0% | 14% | -2% | -5% | -1% | -3% | 2 | 4% | -2% | -2%
Cc1cc(C)n2cnnc2n1 | 2% | 1% | -9% | -7% | 14% | 0% | 1% | -2 | -7% | . | -2%
O=C(NC(=S)Nc1ccc(NC(=O)c2ccccc2)cc1)c1ccc(F)cc1 | 2% | 13% | 20% | -3% | -39% | 10% | . | -10 | 20% | . | 1%
CC1CC(C)CN(C(=O)C2CC(=O)N(c3ccc4c(c3)OCCO4)C2)C1 (stereo not drawn) | -9% | 2% | 0% | . | . | 2% | . | 9 | -4% | . | -1%
Cc1ccccc1NC(=O)NCCCN1CCCC1 | -1% | -1% | -3% | 2% | 0% | 1% | -1% | -5 | 3% | 12% | 9%
COc1ccccc1NS(=O)(=O)c1cc(NC(=O)c2cc3ccccc3oc2=O)ccc1C | 16% | 16% | 7% | -4% | 4% | 2% | -10% | 10 | -17% | 12% | -3%
CCCC1=Nc2cc(C(=O)NCCCN3CCN(C)CC3)ccc2Sc2ccccc21 | -1% | -8% | -5% | 2% | -24% | 2% | . | 27 | -5% | -7% | 1%
CCN(CC)C(=O)CSc1nc(-c2ccccc2)ccc1C#N | -10% | 0% | -10% | 11% | 2% | 1% | 7% | -25 | 1% | -10% | 1%
Cn1c(C=O)c(C#Cc2ccccc2)c2ccccc21 | 2% | ? | 16% | . | . | -6% | . | -10 | -59% | . | -18%
Cc1ccccc1OCCN1C(=O)NC2(CCc3ccccc32)C1=O (stereo not drawn) | 1% | -2% | 0% | -13% | -3% | 0% | -10% | 6 | -2% | 8% | 2%
Cc1csc2ncnc(N3CCN(S(=O)(=O)c4cccc(C(F)(F)F)c4)CC3)c12 | -27% | -2% | -22% | 10µM* | ? | -11% | -5% | 3 | -53% | . | 1%
CCN(CC)c1ccc(NC(=O)C2CC(=O)N(Cc3ccccc3)C2)cc1 (stereo not drawn) | -5% | -1% | -8% | 5% | ? | -7% | -3% | 9 | 0% | -8% | -9%
Cc1ccc(C(=O)CN2C(=O)NC3(CCc4ccccc43)C2=O)c(C)c1 (stereo not drawn) | 0% | -2% | 2% | . | . | 1% | . | -1 | 15% | . | ?
CCOc1cccc2sc(N3CCN(C(=O)c4ccc5ncsc5c4)CC3)nc12 | 0% | -2% | 1% | . | . | -27% | . | -15 | -9% | . | 4%
Cc1ccc(OCc2cc(C(=O)N(C)CC3CCOCC3)no2)cc1C | 3.2µM* | ? | 2.8µM* | -6% | 26% | ? | 0% | 7 | ? | -16% | 12µM*
Cc1ccc(Nc2nnc(SCC(=O)Nc3cc(C(=O)O)ccc3C)s2)c(C)c1 | -7% | 2% | 4% | -2% | -11% | -1% | -2% | -20 | -7% | . | ?
Cc1cccc(C(=O)N[C@H](C(=O)Nc2nccs2)C(C)C)c1 | 1% | 4% | 0% | -21% | -44% | 0% | -17% | 5 | -14% | -2% | -4%
CCOc1ccc(Cc2nn[nH]n2)cc1 | -5% | 6% | -1% | 4% | -3% | 1% | -1% | -12 | -20% | -9% | -1%
NS(=O)(=O)c1ccc(CCNC(=O)c2cc(-c3ccccn3)nc3ccc(Br)cc23)cc1 | 4% | 5% | -6% | -13% | -28% | ? | -5% | -1 | -45% | ? | 1%
O=C(c1cccs1)N1CCC(c2nc3c(nnn3Cc3c(Cl)cccc3Cl)c(=O)[nH]2)CC1 | -8% | -2% | -4% | -9% | -1% | -12% | . | 9 | -24% | . | 1%
CN(C)c1ccc([C@@H]2[C@@H]([N+](=O)[O-])[C@H]3C=Cc4ccccc4N3[C@H]2C(=O)c2ccc(Cl)cc2)cc1 | 14% | ? | 14% | ? | 256% | 7% | -6% | 14 | -25% | -3% | ?
O=C(CN1CC(=O)Oc2ccccc21)OCC(=O)c1cccc(Br)c1 | 4% | ? | -13% | -7% | -21% | 2% | 1% | -19 | -25% | 2% | 4%
COc1cc(OC)cc(C(=O)NNC(=O)CNC(=O)c2cccs2)c1 | -4% | -8% | -2% | . | . | -1% | . | 3 | -16% | . | 3%
CC(C(=O)NC(=O)NC1CCCCC1)N1CCN(c2ccc(O)cc2)CC1 (stereo not drawn) | 7% | 3% | 7% | . | . | 1% | . | 36[activator] | -26% | . | 0%
CC(=O)NC(CCS(C)(=O)=O)C(=O)Nc1c(C)cccc1C (stereo not drawn) | ? | 4% | 4% | -1% | -18% | 1% | -7% | -12 | -1% | 17% | -4%
COc1cc2c(cc1OC)C(C(=O)Nc1ccc3c(c1)OCCO3)C1c3ccccc3CCN1C2=O (stereo not drawn) | 2% | 0% | -4% | 1% | -1% | 11% | 7% | 25 | -22% | ? | -5%
O=C(CSc1nccn1-c1ccc(F)cc1)Nc1ccc2c(c1)OCO2 | -3% | 2% | 7% | -11% | 28% | -4% | -3% | -7 | 8% | -2% | -13%
CC(C)(CO)Nc1nc(Nc2ccccc2)nc(Nc2ccccc2)n1 | 1% | 0% | 0% | -24% | 52% | -2% | 2% | -14 | -25% | 18% | -6%
CC(=O)c1c(C)[nH]c(C(=O)OCc2ccc(F)cc2Cl)c1C | -12% | -3% | -8% | ? | ? | 2% | -9% | 13 | -30% | -20% | -5%
O=C(Nc1ccc2c(c1)CCCN2C(=O)c1ccco1)c1cc([N+](=O)[O-])ccc1Cl | -1% | -6% | 0% | . | . | -40%[inhibitor] | . | -10 | -13% | . | 4%
O=C(Nc1ccccc1N1CCOCC1)c1cccnc1Cl | -4% | -1% | -8% | -4%[10 µM] | 3% | -8% | 1% | 4 | 0% | -11% | 0%
O=C(Oc1ccc2c(c1)OCO2)c1ccncc1 | -3% | 3% | 10% | 12% | -17% | 2% | 2% | 4 | 15% | 12% | ?
Cc1cc2c(cc1S(=O)(=O)N(C)C1CCCCC1)OCC(=O)N2 | -3% | 0% | -7% | 4% | 0% | -1% | 5% | -4 | -8% | 18% | -6%
CC(C(=O)N1CCOCCOCCOCCOCCOCC1)N1C(=O)c2ccccc2C1=O (stereo not drawn) | -1% | 1% | 2% | 12% | 3% | -1% | -20% | 9 | 20% | 3% | 4%
Cc1ccc(NC(=S)N(CCCN2CCCC2)Cc2cccn2Cc2ccc(Cl)cc2)cc1 | 3% | 5% | -1% | ? | ? | -8% | 2% | 8 | -96%[inhibitor] | -16% | 2%
CC1CCN(S(=O)(=O)c2ccc3nc(-c4ccccn4)cc(C(=O)NCCN(C)Cc4ccccc4)c3c2)CC1 | -8% | 3% | -6% | 2% | -10% | 6% | -6% | -3 | -14% | -21% | 0%
Cc1ccc(OCC(=O)Oc2ccc(C(C)C)cc2)cc1 | 0% | . | 1% | -2% | 10% | 1% | -1% | 3 | -8% | 3% | -17%
COCCC(=O)N1CCC(Oc2ccc(C(=O)N3CCCCC3CCO)cc2)CC1 (stereo not drawn) | 1% | -9% | 1% | -12% | ? | 1% | -2% | 0 | -8% | -13% | 4%
COc1cccc(CNC(=O)CCC2CCCN(Cc3cc4ccccc4o3)C2)c1 (stereo not drawn) | -3% | -3% | -2% | -16% | 0% | -9% | 0% | 1 | -11% | -14% | 2%
O=C(CSC1CC(=O)N(c2ccc(C(=O)O)cc2)C1=O)Nc1ccc(Cl)cc1 (stereo not drawn) | -2% | -5% | -1% | -12% | -16% | -4% | 4% | 11 | -5% | -1% | -18%

Two entries from above, with tabs:
SMILES	Rab9 prom act	p53 reactivator	NPC1 promoter act	VP16 counter	RORgamma inh	ELG1 genotox	PKM2 activator	Giardia kill	BRCA1 expr act	Menin MLL FP TR	FLuc modulator
O=C(Nc1ccc2c(c1)CCCN2C(=O)c1ccco1)c1cc([N+](=O)[O-])ccc1Cl	-1%	-6%	0%	.	.	-40%[inhibitor]	.	-10	-13%	.	4%
O=C(Nc1ccccc1N1CCOCC1)c1cccnc1Cl	-4%	-1%	-8%	-4%[10 µM]	3%	-8%	1%	4	0%	-11%	0%
